Source: PubChem
FN deposit inh: fibronectin deposition inhibition. AH1F fibroblasts, Alexa488-fibronectin deposition fluorescence, overnight. inhibition, % at 12.6 µM. 350,000 compounds, 0.086% hits. AID 743247;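 active = mean inhibition across replicates of 30% or more, regardless of how many single replicates reach that level; inconclusive = mean under 30% yet at least half of replicates reach 30%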;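 note: positive control wells lacked labelled fibronectin entirely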
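Assay system: AH1F fibroblasts / Quantity: 10000 cells per well / Medium: DMEM plus 2% serum, read in PBS / Reagent: labelled fibronectin 24 nM / Dosing: single dose, pinned / Times: 1 h cell attachment, overnight exposure to compound and label / Signal: fluorescence, ex 485 nm, em 525 nm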
esBAF inh: SWI/SNF esBAF complex inhibition. mouse ES cells, Bmi1-luciferase knock-in reporter, 24 h; 100% = twice the neutral-well signal. reporter increase, % at 12.5 µM. 350,000 compounds, 2% hits. AID 602393; in the data active = activation above about 40%; inconclusive = no clear call, values can overlap the other calls;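 note: 0% = median of the plate's neutral control wells and 100% = double that signal; a rise in the Bmi1 reporter signal indicates esBAF inhibition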
S100A4 inh HTS: inhibitors of human S100A4 binding to myosin IIA peptide; inhibition, % at 10.7 µM; S100A4/TAMRA-MyoIIA peptide fluorescence polarization; 360,000 compounds, 0.14% hits;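 active = mean inhibition of at least 70% across replicates, with every replicate also reaching that level; inconclusive = mean inhibition reaches 70% but some replicates fall short; inactive = mean inhibition below 70%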
Target sequence (P26447 whole entry, looked up): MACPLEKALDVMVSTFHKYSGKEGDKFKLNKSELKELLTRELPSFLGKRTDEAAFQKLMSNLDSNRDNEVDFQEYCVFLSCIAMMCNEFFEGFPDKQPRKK
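Material: S100A4 monomer protein | Medium: HEPES pH 7.2 with CaCl2, KCl, NaCl, DTT, Triton | Reagent: Labelled myosin peptide probe, 5 nM | Doses: One dose per compound | Times: 5 min incubation before reading | Benchmarks: Neutral control DMSO, positive control TFP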
LGR2 inh: inhibitors of bursicon-induced Drosophila LGR2 receptor cAMP signaling | HEK293 LGR2, CRE-luciferase, bursicon-stimulated, 4 h | inhibition, % at 9.99 µM | 380,000 compounds, 0.35% hits | AID 720647;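 active = drop in luminescence signal, shown as inhibition above about 50% in the replicate tests, limit read from the data, passing the limit was not always enough; inconclusive = probably only some replicates passing the limit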;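 note: agonist challenge used bursicon conditioned medium at about half maximal strength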
SIRT5 block: sirtuin-5 (human) deacylase inhibition. Q9NXA8. Purified SirT5, succinyl-peptide AMC, trypsin-coupled fluorescence. inhibition, % at 15 µM. 330,000 compounds, 1.1% hits; in the data active = inhibition above about 15%; inconclusive = no clear call, values can overlap the other calls
Target sequence (Q9NXA8 whole entry, looked up): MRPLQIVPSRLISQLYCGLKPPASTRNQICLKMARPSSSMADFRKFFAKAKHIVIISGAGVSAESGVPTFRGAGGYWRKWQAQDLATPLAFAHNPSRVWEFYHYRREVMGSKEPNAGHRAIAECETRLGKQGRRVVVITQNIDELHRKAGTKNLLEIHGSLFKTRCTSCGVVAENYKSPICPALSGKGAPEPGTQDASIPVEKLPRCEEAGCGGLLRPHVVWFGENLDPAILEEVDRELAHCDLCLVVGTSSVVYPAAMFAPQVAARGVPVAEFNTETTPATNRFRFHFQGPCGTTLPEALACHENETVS
CASP6 VEID inh: caspase-6 (human) enzyme inhibition; P55212; purified caspase-6, Z-VEID-R110 cleavage fluorescence; inhibition, % at 12.5 µM; 350,000 compounds, 0.53% hits; AID 686996;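 active = mean inhibition across replicates at least about 35%, with every replicate also reaching that limit, limit read from the data; inconclusive = only one of the two criteria met; inactive = neither criterion met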;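 note: 0% = median of neutral control wells and 100% = no fluorescence left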
Target sequence (P55212 24-179 limits assumed): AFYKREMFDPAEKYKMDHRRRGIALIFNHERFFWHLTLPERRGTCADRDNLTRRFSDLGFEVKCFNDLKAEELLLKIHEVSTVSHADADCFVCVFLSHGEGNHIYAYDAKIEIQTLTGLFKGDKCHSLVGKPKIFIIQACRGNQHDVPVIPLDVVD
Target sequence (P55212 194-293 limits assumed): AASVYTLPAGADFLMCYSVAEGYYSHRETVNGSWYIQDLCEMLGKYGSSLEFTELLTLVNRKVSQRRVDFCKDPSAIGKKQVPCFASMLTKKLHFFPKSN
Statin myotox sup: protects C2C12 myotubes from simvastatin toxicity. 330,000 compounds, 0.78% hits. rescue of ATP level, % at 7.49 µM. ATP luminescence, 48 h; scaled: DMSO 0, geranylgeraniol control 100;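 active = mean ATP rescue above about 67%, or every replicate alone reaching that limit, limit read from the data, passing the limit was not always enough; inconclusive = no clear call, values can overlap the other calls; inactive = mean under the limit and some replicate under it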;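 note: myotubes were challenged with 10 µM simvastatin during compound exposure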
The depositor's hits bear a star; ? = inconclusive; . = not tested or not shown; & = joins results of further samples. Not all compounds are listed; rates above refer to the full screens.

SMILES	FN deposit inh	esBAF inh	S100A4 inh HTS	LGR2 inh	SIRT5 block	CASP6 VEID inh	Statin myotox sup
Cc1noc(C)c1S(=O)(=O)Nc1ccc2c(c1)C(=O)N([C@H](C)CO)C[C@H](C)[C@@H](CN(C)Cc1ccc(C(=O)O)cc1)OCCCC[C@H](C)O2	-11	8	-1	14	0	0	.
COCCNC(=O)CN(C(=O)Cn1nnc2ccccc21)c1ccc(C)c(F)c1	7	5	.	.	.	.	15
CN(C(=O)COC(=O)c1cc([N+](=O)[O-])ccc1Cl)c1ccccc1	5	-1	20	-17	1	0	5
Cc1ccc(SC[C@H](C)CN2CCC(NC(=O)OCc3ccccc3)CCC2=O)cc1 (stereo not given in full)	-4	.	-3	16	-1	-1	.
Cc1ccccc1Nc1nc(N)nc(CN2CCN(C(=O)c3ccccc3)CC2)n1	9	.	-2	-13	-1	12	.
CCCCn1c(N)c(N(CCC(C)C)C(=O)CCN2C(=O)C3CC=CCC3C2=O)c(=O)[nH]c1=O (stereo not given)	-9	4	6	4	0	0	5
C1=C(CCNc2nnnn2-c2ccccc2)CCCC1	-4	3	.	.	.	.	7
Cc1nc(SCC(=O)c2ccc(F)c(F)c2)[nH]c(=O)c1Oc1ccc(Cl)cc1	2	.	0	7	4	0	.
CS/C(N)=N/N=C/c1c(O)ccc2ccccc12	4	.	3	-36	-2	2	.
CN(C)C(=O)c1ccc(NC(=O)c2cccc(-n3cnnn3)c2)cc1	0	-5	-10	-2	-2	2	-3
COc1ccc(Cl)cc1NS(=O)(=O)N1CCOCC1	4	.	9	4	-1	-4	.
C[C@@H]1CN([C@@H](C)CO)C(=O)c2cc(-c3ccccc3)cnc2O[C@H]1CN(C)C(=O)Cc1cccnc1	-4	.	-21	-4	0	2	-17
O=C(Cc1ccc(Cl)cc1)NC1CC1	-2	-3	1	8	-2	-3	5
COc1ccc(S(=O)(=O)N[C@H]2CC[C@@H](CCNC(=O)c3ccccc3F)O[C@H]2CO)cc1	.	1	-7	4	2	-5	-5
Cc1nn(C)cc1NC(=O)C[C@@H]1CC[C@H]2[C@H](COc3ccc(NC(=O)c4cccc(F)c4)cc3C(=O)N2C)O1	-9	-2	-3	-7	3	1	-29
Cc1csc(Sc2nc3c(c(=O)[nH]c(=O)n3C)n2Cc2ccccc2Cl)n1	-3	-4	.	.	.	.	-6
N#Cc1cccc(C(=O)C(=O)N2CCC(Cc3ccccc3)CC2)c1	-5	.	-1	13	.	2	.
Cc1ccc(CCc2nnc(SCC(=O)Nc3cccc(Cl)c3)n2-c2ccccc2)o1	3	.	1	20	.	2	.
CC(NC(=O)c1cn(C(C)c2ccccc2F)nn1)c1ccncc1 (stereo not given)	-7	-4	2	-5	-8	0	3
CC(C)c1c(C(=O)N/N=C/c2ccncc2)nnn1-c1nonc1N	-7	5	2	-4	-1	4	3
Cc1c(NC(=O)c2nn(CC(C)C)c(=O)c3ccccc23)c(=O)n(-c2ccccc2)n1C	2	-3	0	-6	-3	0	2
COc1ccc(-c2nc(=S)c3c(n2Cc2cccnc2)CC(C)(C)OC3)cc1	-5	-9	-4	.	1	0	11
C[C@@H]1CN([C@@H](C)CO)C(=O)c2cc(NC(=O)NC3CCCCC3)ccc2O[C@@H](C)CCCCO[C@H]1CN(C)C(=O)Nc1cccc2ccccc12	4	1	0	5	5	-2	.
COc1ccc(S(=O)(=O)Nc2ccc3c(c2)C(=O)N([C@@H](C)CO)C[C@@H](C)[C@H](CN(C)S(=O)(=O)c2cccs2)OCCCC[C@H](C)O3)cc1	3	4	-25	-19	10	0	-35
CC1(C)CC(=O)C=C(c2ccc(F)cc2OCc2ccccc2)C1	-6	-3	6	?	-8	-1	22
S=c1[nH]nc(-c2cccnc2)n1/N=C/C=C/c1ccco1	-9	-8	1	5	-1	39*	5
Cc1ccnc(NC(=O)CCC(=O)N(CC(=O)NCc2ccccc2)Cc2cccs2)c1	.	-3	4	19	3	-3	6
COc1ccccc1N1CCN(S(=O)(=O)c2c(C)[nH]c(C)c2C(=O)N2CCCC2)CC1	2	-1	21	-8	1	0	19
COc1ccc(/C=N/NC(=O)c2ccc(C)nc2)cc1O	-2	-4	1	-2	-3	0	-9
C[C@H]1CN([C@@H](C)CO)C(=O)CCCn2cc(nn2)CO[C@@H]1CN(C)S(=O)(=O)c1ccc(F)cc1	3&15	2&-3	-3&-5&-4	-4&-10	-1&-3&-2	2&-2&-1	1&-6
O=C(C[C@H]1CC[C@@H](NC(=O)CN2CCOCC2)[C@@H](CO)O1)NCCc1ccccc1	.	-1	-11	2	6	1	-3
COc1ccccc1NC(=O)COC(=O)c1ccc2ccccc2n1	.	-6	-3	-5	-1	0	1
Cc1ccc(C(=O)NCCCNC(=O)c2ccco2)cn1	-12	6	37	-3	-2	0	17
CO[C@@H]1CN(C)C(=O)c2ccc(NC(=O)NC(C)C)cc2OC[C@@H](C)N(CCC(F)(F)F)C[C@@H]1C	-1	-4	-11	12	7	0	10
CCCN(C)C[C@H]1Oc2cc(C3=CCCCC3)ccc2S(=O)(=O)N([C@@H](C)CO)C[C@H]1C	.	-6	.	5	.	.	-85
O=C1c2ccccc2S(=O)(=O)c2cc(C(=O)N3CCC(N4CCCC4)CC3)ccc21	-3	-7	.	4	.	.	-5
COc1cccc(C2c3c(oc4ccccc4c3=O)C(=O)N2CCCN2CCOCC2)c1 (stereo not given)	-8	-6	-4	-11	.	1	-4
O=C(C[C@H]1C=C[C@@H](NC(=O)CCN2CCCCC2)[C@@H](CO)O1)Nc1ccc(-c2ccccc2)cc1	-20	4	-5	8	-1	-4	-6
COc1ccccc1N=Nc1ccc(N)c(C)c1	1	0	-2	-118	3	-2	-3
CCCCSCc1nc2nc(Cl)c(Cl)nc2[nH]1	0	.	14	15	.	0	.

Overlap with the part before: two compounds, then new ones.
SMILES	FN deposit inh	esBAF inh	S100A4 inh HTS	LGR2 inh	SIRT5 block	CASP6 VEID inh	Statin myotox sup
COc1ccccc1N=Nc1ccc(N)c(C)c1	1	0	-2	-118	3	-2	-3
CCCCSCc1nc2nc(Cl)c(Cl)nc2[nH]1	0	.	14	15	.	0	.
O=C(NCC1CCCO1)/C(=C\c1ccccc1F)NC(=O)c1ccccc1 (stereo not given)	-1	-6	-5	17	-9	-1	-14
O=C(COc1ccc(Cl)cc1)N1CCN(C(=O)c2ccccc2F)CC1	2	-2	-2	4	3	-2	-25
O=C(C1CCC1)N1CC[C@@H]2[C@H](CO)Nc3ccc(-c4cccc(F)c4)cc3[C@@H]21	-7	-6	.	-9	.	.	-13
O=C(Nc1ccc(Cl)cc1)c1cncs1	-3	3	-2	-8	1	1	-7
COc1cccc(C(=O)Nc2ccc(NC(=O)C3CC=CCC3C(=O)O)cc2)c1 (stereo not given)	-4	-1	4	6	3	1	-6
Nc1ccc2c3c(cccc13)-c1ccccc1-2	-4	.	5	-1	.	1	126*
C[C@H]1CN([C@@H](C)CO)C(=O)c2cccc(NC(=O)Nc3ccccc3)c2O[C@@H]1CN(C)Cc1ccc(C(F)(F)F)cc1	.	1	-3	11	0	1	10
C[C@H]1CCCCO[C@@H](CN(C)C(=O)Nc2ccc(F)cc2)[C@@H](C)CN([C@@H](C)CO)C(=O)c2cc(NS(=O)(=O)c3ccccc3)ccc2O1	.	13	-6	5	3	-1	.
COc1cc(/C=N/NC(=O)c2cccc(NC(=O)c3ccccc3)c2)ccc1O	4	-9	-4	-19	-8	7	19
COCCNC(=O)C[C@@H]1C[C@@H]2c3cc(NC(=O)c4cccnc4)ccc3O[C@@H]2[C@@H](CO)O1	0	4	1	16	-4	3	2
O=C(OCCCCOC(=O)c1ccccc1)c1ccccc1	8	-7	-1	14	-1	2	5
Cc1ccc(C(=O)NCC(=O)OC(C)C(=O)NC2CCCc3ccccc32)cc1 (stereo not given)	.	3	-7	-1	-3	2	3
Cc1ccc(C)c(S(=O)(=O)Nc2cc3c4c(c2)CCC(=O)N4CCC3)c1	6	-5	-5	-23	-2	4	-3
CCN(CC)C(=O)c1sc2c(c1C)c(=O)n(-c1ccc(C)c(C)c1)c(=O)n2CC(=O)NCC1CCCO1 (stereo not given)	5	-4	2	23	-1	-3	4
COc1ccc(CCc2cc(OC)c(OC)c(OC)c2)cc1	-10	.	2	7	1	-4	.
CCOc1ccc(OCC(=O)NCCS(=O)(=O)N2CCN(c3ccc(F)cc3)CC2)cc1	1	-9	-1	1	0	0	3
C[C@H]1CN([C@@H](C)CO)S(=O)(=O)c2ccc(Br)cc2O[C@@H]1CN(C)C	-3	-4	-4	6	-5	3	4
O=C(C[C@@H]1C[C@@H]2c3cc(NC(=O)Nc4ccccc4)ccc3O[C@@H]2[C@@H](CO)O1)NCc1cccc(F)c1	0	2	-1	-10	-5	-1	5
COc1ccc(-c2ccc([C@@H]3[C@H]4CN(C(=O)NC(C)C)CCCCN4[C@H]3CO)cc2)cc1	.	2	-6	-3	0	1	-12
C[C@@H]1CCCCO[C@H](CN(C)S(=O)(=O)c2cccs2)[C@@H](C)CN([C@H](C)CO)C(=O)c2cc(NS(=O)(=O)c3ccccc3)ccc2O1	-1	-1	-1	-9	0	-2	.

One compound at a time, as listed above. Order of screens: FN deposit inh	esBAF inh	S100A4 inh HTS	LGR2 inh	SIRT5 block	CASP6 VEID inh	Statin myotox sup
COc1cccc(C(=O)Nc2ccc(NC(=O)C3CC=CCC3C(=O)O)cc2)c1 (stereo not given) across the screens: -4	-1	4	6	3	1	-6
COc1ccc(CCc2cc(OC)c(OC)c(OC)c2)cc1 across the screens: -10	.	2	7	1	-4	.

New compounds follow:
SMILES	FN deposit inh	esBAF inh	S100A4 inh HTS	LGR2 inh	SIRT5 block	CASP6 VEID inh	Statin myotox sup
Cc1c(NS(=O)(=O)c2ccc(Cl)c(C(=O)OC(C)C(=O)NCc3ccco3)c2)c(=O)n(-c2ccccc2)n1C (stereo not given)	13	.	-7	-10	0	0	.
Cc1nc(C(=O)O)cc([N+](=O)[O-])c1C	2	3	5	-15	1	2	7
COc1ccc(S(=O)(=O)Nc2ccc3c(c2)[C@@H]2C[C@@H](CC(=O)O)O[C@@H](CO)[C@@H]2O3)cc1	-5	-2	-25	-11	-7	9	5
COc1ccc(S(=O)(=O)Nc2ccc3c(c2)C(=O)N([C@H](C)CO)C[C@@H](C)[C@H](CN(C)S(C)(=O)=O)OCCCC[C@@H](C)O3)cc1	.	6	16	7	-7	2	.
COc1ccc(C(=O)/C(=C/O)N=Nc2ccc(F)cc2)cc1	-4	20	-6	-19	-1	1	-1
CCC(=O)N1[C@@H](CO)[C@@H](c2ccc(-c3ccc(F)cc3)cc2)C12CN(C(C)=O)C2	.	.	8	-8	1	2	.
CC(C)CN1C(=O)[C@@]2(Cc3ccccc31)c1ccccc1C(=O)N(Cc1ccccc1Cl)[C@H]2c1ccc(CO)cc1	.	.	1	.	-2	0	.
C[C@H]1CN([C@@H](C)CO)C(=O)c2cccc(NS(=O)(=O)c3cccs3)c2O[C@@H]1CN(C)Cc1ccncc1	.	3	9	6	-3	-2	-29
CC(C)(C)c1ccc(-c2cn(-c3ccc(Br)cc3)c3[n+]2CCCS3)cc1	-1	.	2	19	-4	-3	.
N[C@@H](Cc1ccccc1)c1nnc2sc(SCc3ccccc3)nn12	-9	6	.	.	.	.	-8
C[C@H](CO)N1C[C@H](C)[C@@H](CN(C)S(=O)(=O)c2ccccc2)Oc2ncc(C#CC3CCCCC3)cc2C1=O	.	3	7	9	15	0	34
CC1CN(c2cnn(C(C)C)c(=O)c2Cl)CC(C)O1 (stereo not given)	-2	-9	-2	-9	1	-4	-1
CCN(CC)S(=O)(=O)c1ccc(-n2cnc3cc(C)c(C)cc32)nc1	2	4	-6	9	-4	-1	-17
